aSyn 5UTR inh = MLPCN primary screen, SNCA 5' untranslated region | alpha-synuclein 5'UTR reporter, inhibitor activity | inhibition, % (tested at 7.5 µM) | 300,000 compounds, 0.82% hits; in the data active = inhibition above about 60%; inconclusive = no clear call, values can overlap the other calls;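 note: H4 neuroglioblastoma cells stably carrying SNCA 5'UTR luciferase fusion; 0% = DMSO wells and 100% = positive control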
HSF1 activator = increases HSF-1 driven luciferase reporter signal. 300,000 compounds, 1.7% hits. activation, % at 9 µM. NIH3T3-HGL HSF-1 luciferase reporter, MG132, 8 h; 100% = twice DMSO control signal. AID 504408;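 active = mean replicate activation of at least 50% with a set share of replicates each reaching 50%; inconclusive = only one of those two conditions met; inactive = mean below 50% and too few replicates reaching it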;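 note: 0% = median of the neutral control wells and 100% = twice that signal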
HIF act = HIF pathway transcriptional activation; U2OS HRE-luciferase reporter, luminescence; normalized: DMSO 0%, desferrioxamine 100%; activation, % at 7.5 µM (by protocol); 300,000 compounds, 0.32% hits; AID 1910;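 active = mean activation of at least 10% of the iron chelator positive control signal, with at least half of replicates also reaching 10%; inconclusive = mean and replicate majority disagree about reaching 10%; inactive = mean and most replicates under 10%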
SKKanGAS inh = SKKanGAS growth inhibition; S. pyogenes SKKanGAS, kanamycin growth, BacTiter-Glo, 6 h; inhibition, % at 7.5 µM; 300,000 compounds, 1.3% hits; AID 1662;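 active = mean replicate score, as percent of positive control median, at least 50; inconclusive = mean below 50 but one replicate at or above 50; inactive = mean and every replicate below 50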;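 note: strain carries kanamycin resistance gene driven by streptokinase promoter and grows in 40 µg/ml kanamycin; loss of luminescence reflects streptokinase promoter inhibition or plain growth inhibition; 0% = median of DMSO wells and 100% = positive control at its reference dose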
Platelet DG rel = modulates dense granule release in human platelets; inhibition, %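 (compounds screened at 7.5 µM in platelet-rich plasma)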; 300,000 compounds, 0.22% hits; AID 1663; human platelet-rich plasma, SFLLRN dense granule ATP release, luminescence;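 active = mean replicate score, as percent of positive control, at or above 50; inconclusive = mean below 50 but at least one replicate at or above 50; inactive = mean and every replicate below 50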
KLF5 inhibitor = kruppel-like factor 5 inhibition | DLD-1 KLF5 promoter-luciferase reporter, luminescence | inhibition, % at 5 µM | 290,000 compounds, 0.23% hits;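 active = inhibition above a per-plate limit of that plate's mean compound inhibition plus 3 SD, cut at about 60% in these data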;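 note: 0% = DMSO wells and 100% = LY294002 at 200 µM; higher means less KLF5 promoter-driven luciferase light; inactives centre near -14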
HSP90 inh = HSP90 refolding inhibition in rabbit reticulocyte lysate; inhibition, % at 5.6 µM; 290,000 compounds, 0.91% hits; luciferase refolding luminescence, 3 h; AID 1789;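 active = inhibition above the screen-wide mean plus 3 SD, computed separately per campaign, cut at about 16% in these data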;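 note: 0% = DMSO wells and 100% = 60 µM geldanamycin wells; inhibitors lower the luminescence because luciferase stays unfolded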
IEC-6 cytotox = kills IEC-6 intestinal cells in KLF5 counter-screen | IEC-6 cytotoxicity, luminescence viability | inhibition, % at 5 µM | 290,000 compounds, 0.78% hits | AID 1825; in the data active = inhibition above about 22%;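 note: 0% = plate median of test compound wells and 100% = cytotoxic reference compound wells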
HSF1 inh = HSF1 inhibition. NIH3T3-HGL HSE-luciferase, MG132-induced, luminescence 8 h; active compounds read low. activity change, negative = inhibition, % at 7.5 µM (by protocol). 300,000 compounds, 0.77% hits. AID 2098;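 active = more than half of replicate wells show activity change below -50%, luminescence cut by over half; inconclusive = some wells, but at most half, below -50%; inactive = no replicate well below -50%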;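 note: luciferase reports HSF-1 transcriptional activity via heat shock element; 0% = median of DMSO wells and -100% = zero luminescence signal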
AI-2 QS mod = modulators of Vibrio harveyi AI-2 quorum sensing system | activity change, % at 7.5 µM | 300,000 compounds, 0.4% hits | AID 2094 | Vibrio harveyi JMH597 AI-2 luminescence/OD600 ratio, 9 h; active compounds read low; strain lacks LuxN and CqsS sensors; 0 = neutral-control median; in the data active = activity change below about -75%, passing the limit was not always enough; inconclusive = no clear call, values can overlap the other calls;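 note: luminescence divided by OD600 gain over 9 h not by final OD600 alone; inactives centre near 13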
Active calls of the source: *.

For Nc1nc(-c2ccc(Cl)cc2)nn1C(=O)c1ccco1 the results were aSyn 5UTR inh -18, HSF1 activator 9, HIF act 0.0, SKKanGAS inh -2, Platelet DG rel 9, KLF5 inhibitor -10, HSP90 inh 0, IEC-6 cytotox 4, HSF1 inh 8 and AI-2 QS mod 13.
For Cc1ccc(-n2nc3c(c2NC(=O)C(C)(C)C)CS(=O)(=O)C3)cc1 the results were aSyn 5UTR inh 5, HSF1 activator -12, HIF act -0.1, SKKanGAS inh -4, Platelet DG rel -5, KLF5 inhibitor -10, HSP90 inh 1, IEC-6 cytotox -1, HSF1 inh -4 and AI-2 QS mod 17.
For COc1cc(C2CC(=O)c3cnc(NC(=O)COc4ccccc4)nc3C2)cc(OC)c1OC (stereo unspecified) the results were aSyn 5UTR inh 29, HSF1 activator -6, HIF act -0.2, SKKanGAS inh 5, Platelet DG rel 9, KLF5 inhibitor -24, HSP90 inh 2, IEC-6 cytotox -7, HSF1 inh -4 and AI-2 QS mod 9.
`Cc1noc(C)c1CSc1ccccc1C(=O)O` gave aSyn 5UTR inh -10, HSF1 activator 2, HIF act -1.0, SKKanGAS inh 0, Platelet DG rel -4, KLF5 inhibitor 0, HSP90 inh 4, IEC-6 cytotox 1, HSF1 inh -2 and AI-2 QS mod 9.
`CCN(CC)C(=O)c1ccc(S(=O)(=O)N2CCC(c3nc4ccccc4s3)CC2)cc1` gave aSyn 5UTR inh -7, HSF1 activator 0, SKKanGAS inh -4, Platelet DG rel -7, KLF5 inhibitor -16, HSP90 inh -1, IEC-6 cytotox -2, HSF1 inh -2 and AI-2 QS mod 19.
Screening CC(C)CN(C(=O)COC(=O)c1ccc([N+](=O)[O-])o1)C1CCS(=O)(=O)C1 (stereo unspecified) returned aSyn 5UTR inh 1, HSF1 activator 10, HIF act 0.7, SKKanGAS inh 11, Platelet DG rel 12, KLF5 inhibitor 1, HSP90 inh 3, IEC-6 cytotox -8, HSF1 inh 8 and AI-2 QS mod 18.
Screening CS(=O)(=O)Nc1ccc(OCc2ccccc2)cc1 returned aSyn 5UTR inh -168, HSF1 activator 30, HIF act 1.8, SKKanGAS inh -4, Platelet DG rel 5, KLF5 inhibitor -91, HSP90 inh 2, IEC-6 cytotox -3, HSF1 inh 25 and AI-2 QS mod -9.
Screening CCCC/C(O)=C1\C(=O)CC(C)(C)CC1=NCCCCCC(=O)O returned aSyn 5UTR inh -5, HSF1 activator 7, HIF act -0.3, SKKanGAS inh -6, Platelet DG rel 5, KLF5 inhibitor -10, HSP90 inh -1, IEC-6 cytotox 2, HSF1 inh 4 and AI-2 QS mod 18.
CCc1ccccc1NC(=O)c1ccc(NCCc2ccccc2)c([N+](=O)[O-])c1 was read as aSyn 5UTR inh 28, HSF1 activator -2, HIF act -0.4, SKKanGAS inh -4, Platelet DG rel -8, KLF5 inhibitor -20, HSP90 inh -1, IEC-6 cytotox 8, HSF1 inh -5 and AI-2 QS mod 2.
Screening COc1ccc(-c2ccc(/C=C3/C(=N)N4C=CSC4=NC3=O)o2)c([N+](=O)[O-])c1 returned aSyn 5UTR inh -116, HSF1 activator 25, HIF act 0.7, SKKanGAS inh 16, Platelet DG rel -12, KLF5 inhibitor 0, HSP90 inh 2, IEC-6 cytotox 0, HSF1 inh 17 and AI-2 QS mod 20.
CCC(=O)NC(=S)Nc1ccc(NC(=O)c2ccc(C)c([N+](=O)[O-])c2)cc1 was read as aSyn 5UTR inh -10, HSF1 activator -17, HIF act -0.7, SKKanGAS inh 12, Platelet DG rel 14, KLF5 inhibitor 20, HSP90 inh -5, IEC-6 cytotox 5, HSF1 inh 5 and AI-2 QS mod 2.
For CC(C)Sc1cc(N2CCCC2)nc(-c2ccccc2)n1 the results were aSyn 5UTR inh 12, HSF1 activator -6, HIF act -0.2, SKKanGAS inh 69*, Platelet DG rel 6, KLF5 inhibitor -25, HSP90 inh -1, IEC-6 cytotox 2, HSF1 inh -12 and AI-2 QS mod 10.
For Cc1cc(C)cc(NC(=O)CN(C)S(=O)(=O)c2cccc3nsnc23)c1 the results were aSyn 5UTR inh 10, HSF1 activator -11, HIF act -0.4, SKKanGAS inh -5, Platelet DG rel 2, KLF5 inhibitor -23, HSP90 inh 4, IEC-6 cytotox 1, HSF1 inh -1 and AI-2 QS mod 42.
`Cc1ccc(S(=O)(=O)N(C)C)cc1NC(=O)C1CCCN(C(=O)c2ccc(Cl)cc2)C1` (stereo unspecified) gave aSyn 5UTR inh 2, HSF1 activator -9, HIF act 1.0, SKKanGAS inh -5, Platelet DG rel 1, HSF1 inh 3 and AI-2 QS mod 35.
N/C(=N\OC(=O)c1cccc([N+](=O)[O-])c1)c1cccnc1 was read as aSyn 5UTR inh -189, HSF1 activator 21, HIF act 2.1, SKKanGAS inh -7, Platelet DG rel 5, KLF5 inhibitor -58, HSP90 inh -2, IEC-6 cytotox 0, HSF1 inh -4 and AI-2 QS mod 19.
For COC(=O)c1cc(S(=O)(=O)NCC2CCN(CCc3cccs3)CC2)cn1C the results were aSyn 5UTR inh 14, HSF1 activator -20, HIF act 0.0, SKKanGAS inh 8, Platelet DG rel -3, KLF5 inhibitor 11, HSP90 inh -1, IEC-6 cytotox -6, HSF1 inh 0 and AI-2 QS mod 8.
For C[C@@H]1O[C@@H](OC[C@H]2O[C@@H](Oc3c(-c4ccc(O)cc4)oc4cc(O)cc(O)c4c3=O)[C@H](O)[C@@H](O)[C@@H]2O)[C@H](O)[C@H](O)[C@H]1O the results were aSyn 5UTR inh -10, HSF1 activator -6, HIF act inconclusive, SKKanGAS inh 4, Platelet DG rel 0, HSF1 inh 3 and AI-2 QS mod 24.
For CCCOC1OC(=O)c2c1ccc(OC)c2OC (stereo unspecified) the results were aSyn 5UTR inh -7, HSF1 activator 8, HIF act -46, SKKanGAS inh -7, Platelet DG rel -13, KLF5 inhibitor -20, HSP90 inh -7, IEC-6 cytotox -2, HSF1 inh -11 and AI-2 QS mod -13.
For O=C(Nc1ccc(N2CCCC2)cc1)c1ccccc1[N+](=O)[O-] the results were aSyn 5UTR inh -57, HSF1 activator 12, HIF act 2.6, SKKanGAS inh 0, Platelet DG rel 1, KLF5 inhibitor -33, HSP90 inh 3, IEC-6 cytotox 9, HSF1 inh 12 and AI-2 QS mod 1.
c1ccc(-c2nc3c(ccc4ccccc43)[nH]2)nc1 was read as aSyn 5UTR inh -157, HSF1 activator 58*, HIF act 2.0, SKKanGAS inh -3, Platelet DG rel inconclusive, KLF5 inhibitor -100, HSP90 inh -3, IEC-6 cytotox 6, HSF1 inh 33 and AI-2 QS mod 53.
For C/C(=N\NC(=O)COc1ccccc1)c1ccc(O)cc1 the results were aSyn 5UTR inh -34, HSF1 activator 35, HIF act 0.9, SKKanGAS inh 4, Platelet DG rel 5, KLF5 inhibitor -44, HSP90 inh -4, IEC-6 cytotox 3, HSF1 inh 5 and AI-2 QS mod 2.
For CCCCOc1ccc(-c2nc(/C=N/c3nccs3)c(O)o2)cc1 the results were aSyn 5UTR inh -37, HSF1 activator inconclusive, HIF act -0.2, SKKanGAS inh 30, Platelet DG rel 0, KLF5 inhibitor -5, HSP90 inh -2, IEC-6 cytotox -2, HSF1 inh 10 and AI-2 QS mod 10.
For CCOC(=O)C1=C(CC)Nc2ccccc2N=C1NC(=O)c1ccc(S(=O)(=O)N2CCCC2)cc1 the results were aSyn 5UTR inh -11, HSF1 activator -2, HIF act -0.7, SKKanGAS inh -3, Platelet DG rel -2, KLF5 inhibitor -23, HSP90 inh 1, IEC-6 cytotox -6, HSF1 inh 3 and AI-2 QS mod 0.
`Cc1noc(C)c1COc1ncnc2ccccc12` gave aSyn 5UTR inh 7, HSF1 activator -11, HIF act -0.1, SKKanGAS inh 3, Platelet DG rel 5, KLF5 inhibitor -13, HSP90 inh -2, IEC-6 cytotox -20, HSF1 inh -6 and AI-2 QS mod 12.
Screening CCN(Cc1ccccc1)C(c1ccc(C)cc1)c1nnnn1C(C)(C)CC (stereo unspecified) returned aSyn 5UTR inh 28, HSF1 activator -7, HIF act -0.3, SKKanGAS inh 16, Platelet DG rel 10, KLF5 inhibitor -55, HSP90 inh -6, IEC-6 cytotox 0, HSF1 inh -14 and AI-2 QS mod 17.
`O=C(c1cc2ccccc2oc1=O)N1CCN(Cc2ccc3c(c2)OCO3)CC1` gave aSyn 5UTR inh -2, HSF1 activator 7, HIF act -0.2, SKKanGAS inh -7, Platelet DG rel 0, KLF5 inhibitor 3, HSP90 inh -1, IEC-6 cytotox -2, HSF1 inh -2 and AI-2 QS mod 13.
`O=C1CC(c2ccccc2)Cc2nc(N3CCc4ccccc43)ncc21` (stereo unspecified) gave aSyn 5UTR inh -9, HSF1 activator 4, HIF act -0.1, SKKanGAS inh -2, Platelet DG rel 2, KLF5 inhibitor 13, HSP90 inh 3, IEC-6 cytotox 3, HSF1 inh 0 and AI-2 QS mod 41.
Screening Cc1ccc(S(=O)(=O)N2CCN(C(=S)NCCc3ccccc3)CC2)cc1 returned aSyn 5UTR inh -12, HSF1 activator -7, HIF act -0.4, SKKanGAS inh -15, Platelet DG rel 1, KLF5 inhibitor -20, HSP90 inh 1, IEC-6 cytotox 0, HSF1 inh 0 and AI-2 QS mod 14.
`COc1ccccc1N(CC(=O)Nc1ccc(S(=O)(=O)N2CCOCC2)cc1)S(C)(=O)=O` gave aSyn 5UTR inh 5, HSF1 activator -3, HIF act -17, SKKanGAS inh -1, Platelet DG rel -23, KLF5 inhibitor -4, HSP90 inh -5, IEC-6 cytotox 0, HSF1 inh -5 and AI-2 QS mod 1.
For CSc1cccc(NC(=O)CNS(=O)(=O)c2ccccc2)c1 the results were aSyn 5UTR inh -6, HSF1 activator 2, HIF act -0.9, SKKanGAS inh -4, Platelet DG rel 0, KLF5 inhibitor -18, HSP90 inh -7, IEC-6 cytotox -1, HSF1 inh 3 and AI-2 QS mod 0.
For S=C1NCCOCCOCCOCCNC(=S)N2CCOCCOCCN1CCOCCOCC2 the results were aSyn 5UTR inh 5, HSF1 activator 20, HIF act -0.5, SKKanGAS inh -2, Platelet DG rel 1, KLF5 inhibitor -39, HSP90 inh -3, IEC-6 cytotox -3, HSF1 inh -8 and AI-2 QS mod 24.
For CCN(c1ccccc1)S(=O)(=O)c1ccc(Cl)c(NC(=O)CSc2nnc(C)s2)c1 the results were aSyn 5UTR inh 14, HSF1 activator -73, HIF act 0.3, SKKanGAS inh 3, Platelet DG rel 13, KLF5 inhibitor -14, HSP90 inh 4, IEC-6 cytotox -5, HSF1 inh -66* and AI-2 QS mod 15.
For Cc1ccc(C)c(NS(=O)(=O)c2cc(C(=O)NCC3CCCO3)ccc2C)c1 (stereo unspecified) the results were aSyn 5UTR inh -19, HSF1 activator -2, HIF act 0.0, SKKanGAS inh -6, Platelet DG rel -7, KLF5 inhibitor -15, HSP90 inh -2, IEC-6 cytotox -9, HSF1 inh -5 and AI-2 QS mod 30.

High-throughput results (PubChem)
